Compound activity: PubChem BioAssay, ICCB-Longwood Screening Facility, Harvard Medical School
PV pol inh: poliovirus RNA polymerase inhibition | % elongation, % (compound at 16.7 µg/mL) | poliovirus polymerase elongation, fluorescence polarization; active compounds read low | P03300 | 150,000 compounds, 0.66% hits; in the data active means % elongation below about 90%; further: some results filed as inactive read as strong as hits
Target sequence (P03300 1749-2209 limits assumed): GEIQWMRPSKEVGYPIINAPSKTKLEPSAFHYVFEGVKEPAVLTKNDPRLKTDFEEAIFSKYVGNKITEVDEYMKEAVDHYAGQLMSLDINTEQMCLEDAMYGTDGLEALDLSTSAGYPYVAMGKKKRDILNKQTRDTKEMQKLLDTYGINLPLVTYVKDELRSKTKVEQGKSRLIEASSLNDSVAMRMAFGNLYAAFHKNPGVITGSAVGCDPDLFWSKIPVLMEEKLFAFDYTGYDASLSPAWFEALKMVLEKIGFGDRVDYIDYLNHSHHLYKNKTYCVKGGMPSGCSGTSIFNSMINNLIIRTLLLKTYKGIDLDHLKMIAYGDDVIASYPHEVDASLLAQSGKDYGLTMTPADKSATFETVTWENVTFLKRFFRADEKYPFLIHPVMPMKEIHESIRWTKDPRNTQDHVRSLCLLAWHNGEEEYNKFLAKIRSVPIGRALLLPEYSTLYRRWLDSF
PV pol inh FP z-score: recorded beside PV pol inh, whose call it bears; z-score; measured here: FP z-score; hits read low
Numbers without * were called inactive.

Values run as follows: PV pol inh	PV pol inh FP z-score
#1 Nc1nc(-c2ccc(Cl)cc2)c(N=Nc2ccc(S(=O)(=O)N3CCOCC3)cc2)s1
    95.0	-1
#2 COc1ccc(NC(=O)CCCSc2nc(-c3ccco3)cc(C(F)(F)F)n2)cc1
    105.0	0.1
#3 CC(C)CNc1ncnc2onc(-c3cccc(Cl)c3)c12
    102.0	0.7
#4 CCN(CC)S(=O)(=O)c1cccc(-c2nnc(SCC(=O)Nc3cc(C)ccc3C)o2)c1
    98.0	-0.3
#5 CC1=CC(=C2C(=O)NC(=S)NC2=O)C=C(C(F)(F)F)O1
    103.0	0.9
#6 c1ccc(CCCc2nn3c(-c4cccs4)nnc3s2)cc1
    105.0	1.5
#7 Cc1ccc(NC(=O)c2c(C)nc3sc(C(=O)Nc4ccc(F)cc4)c(N)c3c2-c2ccc(C)o2)c(C)c1
    113.0	1.8
#8 O=S(=O)(Nc1ccc(-c2ccc(N3CCCC3)nn2)cc1)c1ccccc1Cl
    104.0	-0.5
#9 Cc1cccc(-c2nc3nc(C)cc(N4CCN(c5ccccc5)CC4)n3n2)c1
    104.0	-0.5
#10 COc1ccc(C2C(=O)c3ccccc3C2=O)c(OC)c1
    100.0	-0.3
#11 O=C(CC(c1cccs1)N1Cc2ccccc2C1=O)Nc1ccccc1 (configuration not stated)
    103.0	-0.8
#12 O=C(COc1ccc(Br)cc1)NC1CC1
    103.0	0.5
#13 O=C(COc1ccc(Cl)cc1)Nc1nonc1NC(=O)COc1ccc(Cl)cc1
    100.0	-0.1
#14 Cc1ccc(S(=O)(=O)Nc2nc3c(s2)C(=O)CC(C)(C)C3)cc1
    103.0	0.4
#15 C=Cc1ccc(Cn2ccn(-c3ccc(F)c(F)c3)c(=O)c2=O)cc1
    112.0	1.1
#16 CCc1ccc(-n2c(=O)c3cccnc3n2CC(=O)NCc2ccc(C)cc2)cc1
    112.0	0.4
#17 CC1(C)Cc2cccc(OCC(=O)NC3CC3)c2O1
    96.0	-0.7
#18 O=C(Nc1nnc2n1CCS2)c1ccccc1C(F)(F)F
    105.0	-0.5
#19 CCN1CCN(C(=O)CCSc2ccc(C)cc2)CC1
    101.0	0.5
#20 O=C(Cn1nnc(-c2ccc(C(F)(F)F)cc2)n1)NCCc1ccccc1
    107.0	0.5

Next section, overlapping the part above by six compounds.
Values run as follows: PV pol inh	PV pol inh FP z-score
#15 C=Cc1ccc(Cn2ccn(-c3ccc(F)c(F)c3)c(=O)c2=O)cc1
    112.0	1.1
#16 CCc1ccc(-n2c(=O)c3cccnc3n2CC(=O)NCc2ccc(C)cc2)cc1
    112.0	0.4
#17 CC1(C)Cc2cccc(OCC(=O)NC3CC3)c2O1
    96.0	-0.7
#18 O=C(Nc1nnc2n1CCS2)c1ccccc1C(F)(F)F
    105.0	-0.5
#19 CCN1CCN(C(=O)CCSc2ccc(C)cc2)CC1
    101.0	0.5
#20 O=C(Cn1nnc(-c2ccc(C(F)(F)F)cc2)n1)NCCc1ccccc1
    107.0	0.5
#21 COc1cc2c(cc1NC(=O)COCC(=O)O)oc1ccccc12
    103.0	0.2
#22 COc1ncnc(OC)c1C
    107.0	0.4
#23 COc1ccccc1NC(=O)c1sc2nc(C)c(C(=O)Nc3ccc(C)cc3C)c(-c3ccc(Br)cc3)c2c1N
    106.0	0.3
#24 COC(=O)c1cc(CN2c3cccc4cccc(c34)S2(=O)=O)oc1C
    99.0	-0.5
#25 COc1ccccc1NC(=O)COc1ccc2oc3c(c2c1)CCCC3
    101.0	-0.1
#26 CC(C)Oc1ccc(CNC(=O)CCCn2c(=O)c3cccn3c3cccnc32)cc1
    106.0	-0.1
#27 Nc1nonc1C(=O)N1CCCC1
    104.0	0.7
#28 COc1ccc(NC(=O)CCCN2C(=O)C(c3ccccc3)Oc3cccnc32)c(OC)c1 (configuration not stated)
    99.0	-1.4
#29 COc1ccccc1NCc1ccccc1Oc1ccc(S(=O)(=O)N2CCCC2)cn1
    102.0	0
#30 COc1ccc(COCC(O)CNC2CCC(C)CC2)cc1 (configuration not stated)
    104.0	0.2
#31 CCCc1nn2cc(CC(=O)NN)nc2s1
    100.0	-1
#32 Cc1noc(C)c1CCC(=O)Nc1ccc(-c2cc3ccccc3o2)cc1
    102.0	-0.2
#33 COc1ccccc1NC(=O)Cc1coc2c(C)c(C)ccc12
    101.0	-0.6
#34 CCOC(=O)c1ccc(Nc2nn3c(=O)c4ccccc4nc3s2)cc1
    104.0	-0.3
#35 c1ccc(Cn2c(C3CC3)nc3ccccc32)cc1
    103.0	-0.1
#36 Cc1nn(-c2ccccc2)c2c1N(CC(=O)N1CCN(c3ccc(Cl)cc3)CC1)C(=O)CS2
    104.0	-0.6
#37 COCCNC(=S)N1CCC(Cc2ccccc2)CC1
    98.0	-0.8
#38 CCOc1ccc(N(CC)S(=O)(=O)N2CCCC(C(=O)Nc3ccc(NC(C)=O)cc3)C2)cc1 (configuration not stated)
    111.0	0.7
#39 CCC(=O)N1CCc2cc(S(=O)(=O)NC(CC(C)C)C(=O)N3CCC(C)CC3)ccc21 (configuration not stated)
    101.0	-0.5
#40 O=C1CCC(=O)N1c1ccccc1
    103.0	0.5

Next structures.
Values run as follows: PV pol inh	PV pol inh FP z-score
#41 CCCCn1c2ccccc2n2cc(-c3ccc4c(c3)OCO4)nc12
    101.0	-0.2
#42 CC1CCCCN1C(=O)CSc1nc(-c2ccccc2)no1 (configuration not stated)
    97.0	-1.9
#43 Cc1ccc(NC(=O)c2cccn(Cc3ccccc3C)c2=O)c(C)c1
    108.0	0.2
#44 COc1cccc(-n2cc(C(=O)N3CC=C(c4ccccc4)CC3)c3ccccc3c2=O)c1
    104.0	0.2
#45 COc1ccc(Cl)cc1-n1cc(-c2ccccc2)nc1SCC(=O)Nc1ccc(C)cc1
    109.0	0.3
#46 CC(Oc1ccc(C#N)cc1)C(=O)Nc1cc(Cl)ccc1-n1cncn1 (configuration not stated)
    104.0	0.1
#47 Cc1ccc(/C=C/C2=NC(=C\c3ccc(C)o3)/C(=O)O2)cc1
    108.0	3.5
#48 O=C(Nc1cccnc1)C1CC(c2ccccc2O)=NO1 (configuration not stated)
    100.0	-0.5
#49 CCOCCCNC(=O)c1ccc(-n2c(-c3ccccc3)cc3c2CCCCC3)cc1
    102.0	-0.7
#50 CCN1CCN(Cc2ccc(Cl)cc2)CC1
    98.0	-0.1
#51 CCn1c(N)c(C(=O)COC(=O)CCc2nc3ccccc3c(=O)[nH]2)c(=O)[nH]c1=O
    105.0	0.3
#52 CC(C)N1CCC2(CC1)NC(=O)c1ccccc1O2
    100.0	-0.3
#53 O=C(NC12CC3CC(CC(C3)C1)C2)c1cccnc1Cl
    103.0	0.2
#54 Cc1cc(C)c2c(-n3cccc3)nn(Cc3ccc(C(=O)NC4CC4)cc3)c2n1
    101.0	-0.2
#55 CCc1nn(CC(=O)NCCc2ccc(OC)c(OC)c2)c(=O)c2cc3occc3n12
    106.0	0
#56 CN(C)c1ccc(C(=NC(=O)C2CCC2)c2ccc(N(C)C)cc2)cc1
    101.0	-0.2
#57 Cc1nnc(NC(=O)c2nc(SCc3ccccc3F)ncc2Cl)s1
    113.0	0.9
#58 COc1ccccc1N1CCN(C(=O)c2nc(-n3nc(C)cc3C)ccc2Cl)CC1
    100.0	-0.4
#59 CCOC(=O)C1CCN(C(C)=C2C(=O)c3ccccc3C2=O)CC1
    101.0	0
#60 CNC(=O)COC(=O)c1ccc2c(c1)NC(=O)C1CCCN21 (configuration not stated)
    103.0	0

(more compounds)
Values run as follows: PV pol inh	PV pol inh FP z-score
#61 O=C(N/C(=C/c1ccccc1)C(=O)N1CCCCCC1)c1ccccc1
    105.0	1
#62 Cc1nnc2c3ccccc3nc(Nc3cccc(O)c3)n12
    109.0	0.5
#63 Cc1c(CC(=O)N2CCCCC2)c(=O)oc2cc(O)ccc12
    107.0	0
#64 FC(F)(F)c1cc(Oc2ccc(-n3cccc3)cc2)cc(C(F)(F)F)c1
    100.0	-0.5
#65 CC1CCCN(c2ccc(N)cc2)C1 (configuration not stated)
    104.0	0.7
#66 CC(C)(C)c1cs/c(=N/c2ccccn2)n1-c1ccc(Cl)cc1
    102.0	-0.4
#67 Cc1cc2c(c(=O)o1)C1(C(=O)N(CC(=O)O)c3ccccc31)C(C#N)=C(N)O2 (configuration not stated)
    46.0	-6
#68 Clc1ccc(OCCCc2nc(-c3cccnc3)n[nH]2)c(Cl)c1
    99.0	-0.3
#69 Cc1ccc2nc3sc(C(=O)Nc4ccc(F)cc4)cc3cc2c1
    105.0	-0.4
#70 COc1ccc(NC(=O)CN(C)C)cc1
    100.0	0.1
#71 O=C(O)COc1ccccc1/C=C1/C(=O)Nc2ccc(Cl)cc21
    100.0	-0.9
#72 CC(C)Oc1ccccc1NC(=O)CSc1nccn1C
    109.0	-0.4
#73 Cc1nc(-c2ccc(F)cc2)sc1CCNC(=O)c1cccs1
    105.0	-0.5
#74 Cc1nc(SCC(=O)NCC2CCCO2)nc(C)c1C (configuration not stated)
    107.0	0.3
#75 O=C(NC1CC1)c1cccc(NC(=O)C2Cc3ccccc3O2)c1 (configuration not stated)
    100.0	-0.2
#76 O=C(CSc1ccccc1)NCc1ccco1
    100.0	-0.7
#77 Cc1cccc(N2CCN(C(=O)c3noc4c3COc3ccc(C)cc3-4)CC2C)c1 (configuration not stated)
    108.0	0.5
#78 Cc1ccc(S(=O)(=O)N2C(=S)SCC2(C)C)cc1
    103.0	0.6
#79 O=C(CSc1nnc(-c2ccncc2)o1)N1CCCc2ccccc21
    103.0	0.2
#80 CCN1CCN(C(=O)c2ccc3c(c2)N(Cc2cccc(Cl)c2)C(=O)c2ccccc2S3=O)CC1 (configuration not stated)
    109.0	0.5

Remaining list, next part:
Values run as follows: PV pol inh	PV pol inh FP z-score
#81 Cc1ccc(-n2ncc(C(=O)Nc3ccc4c(c3)OCCO4)c2C2CCN(C(=O)OC(C)(C)C)CC2)cc1C
    109.0	0.5
#82 COc1cc(CNC(=O)Cn2nc(C)c3c(C)n(-c4ccccc4)nc3c2=O)cc(OC)c1OC
    102.0	-0.1
#83 N#CC(C(=O)COc1ccc(Cl)cc1)c1nc2ccccc2[nH]1 (configuration not stated)
    108.0	0.8
#84 CCC(=O)n1nc(NCc2ccc(OC)c(OC)c2)nc1NCc1ccc(OC)c(OC)c1
    101.0	0.5
#85 Cc1cccc(-c2noc(CNC(=O)N3CCOCC3)n2)c1
    102.0	0.1
#86 Cc1nc2ccn(Cc3ccco3)c(=O)c2cc1C(=O)NCC1CCCO1 (configuration not stated)
    104.0	1.3
#87 COc1ccc(CC(=O)O)cc1F
    104.0	0.2
#88 COc1ccccc1NC(=O)C1=C(C)Nc2nc(-c3ccco3)nn2C1c1cccc(C)c1 (configuration not stated)
    106.0	0.2
#89 Cc1nn(-c2ccccc2)c(C)c1C(=O)Oc1ccccc1
    96.0	-1.1
#90 CCC(C)NC(=O)C1CCC(CNS(=O)(=O)c2ccc(Cl)cc2)CC1 (configuration not stated)
    105.0	0.1
#91 O=C(NCCCN1CCOCC1)c1cc2ccccc2cc1O
    99.0	-0.3
#92 O=C(O)c1nsc2ccccc12
    100.0	-0.6
#93 COCCn1c(C)cc(O)c(C(c2ccccc2)N2CCCCC2)c1=O (configuration not stated)
    105.0	0.4
#94 COc1cccc(CNC(=O)c2nn(C)c3c2CS(=O)(=O)c2ccccc2-3)c1
    110.0	0.8
#95 CCn1c(C(=O)Nc2cc(Cl)ccc2C)cc2sc(Cl)cc21
    114.0	0.9
#96 COc1cc(C(=O)NCC(c2cccnc2)N2CCN(C)CC2)cc(OC)c1OC (configuration not stated)
    103.0	1
#97 Cc1ccc2c(c1)oc(=O)n2CC(=O)c1ccccc1
    103.0	0.1
#98 COc1ccc(CCNC(=O)c2ccc3c(Cl)c4c(nc3c2)CCCC4)cc1OC
    106.0	0.3
#99 O=C(COC(=O)c1sc2ccccc2c1Cl)c1ccccc1F
    101.0	-0.1
#100 CC(=O)NC1C(OC(C)C)OC(CO)C(O)C1O (configuration not stated)
    100.0	-0.1

(list continues)
Values run as follows: PV pol inh	PV pol inh FP z-score
#101 COc1ccc(-c2cccc(NS(=O)(=O)c3ccc(NC(C)=O)cc3)c2)nn1
    104.0	-0.3
#102 Cc1ccc(-n2c(Sc3ncccc3C#N)nnc2N2CCOCC2)cc1
    103.0	0
#103 O=C(CC1S/C(=N\N=C2\CSC(=O)N2)N(Cc2ccco2)C1=O)Nc1ccc(Br)cc1 (configuration not stated)
    107.0	0.5
#104 C=CCn1c(SCC(O)Cn2c3ccccc3c3ccccc32)nnc1-c1ccco1 (configuration not stated)
    101.0	-0.1
#105 Cc1ccc(C)c(N/C=C(\C#N)c2nc3ccccc3o2)c1
    102.0	0.2
#106 N#Cc1c(OCC(F)(F)F)ccc(Br)c1OCC(F)(F)F
    106.0	0.5
#107 Cc1ccccc1S(=O)Cc1ccc(C(=O)N2CC(C)CC(C)C2)o1 (configuration not stated)
    101.0	0.5
#108 COc1ccc2c(c1)c1c3n2CCN=C3N(C)CC1
    101.0	-0.1
#109 CCc1nn(CC(=O)Nc2ccc(C)cc2C)c(=O)c2cc3sccc3n12
    107.0	0.4
#110 Cc1cn2c(=O)cc(COC(=O)c3ccc(NC(=O)C(C)Oc4ccccc4)cc3)nc2s1 (configuration not stated)
    120.0	3.4
#111 COc1cc2c(=O)n(Cc3ccccc3Cl)c(=O)n(CC(=O)Nc3ccccc3)c2cc1OC
    108.0	-0.2
#112 O=c1ccnc(SCc2cccc(Cl)c2)[nH]1
    97.0	-0.9
#113 Cc1cc(O)c(C(C)C)cc1CNC(=O)c1ccccc1O
    100.0	-1
#114 N#CSCC(=O)n1c2ccccc2c2ccccc21
    103.0	0.4
#115 O=C(/C=C/c1cccc2ccccc12)NC1CCCCC1
    107.0	0.5
#116 CCOC(=O)Cn1c(O)c(N=NC(=O)c2ccc(/C=N/O)nc2)c2ccccc21
    98.0	-0.9
#117 CC(C)(C)C(=O)C(Cc1nnc(-c2ccc(Cl)cc2)o1)C(=O)C(C)(C)C
    104.0	0.5

Not all compounds are listed. The share of hits here may be higher or lower than overall.
